# bIAP act – increases bovine intestinal alkaline phosphatase activity. purified bovine IAP, CDP-star luminescence, 30 min; hits give high values; fold of DMSO-control signal, blank-subtracted. AID 1016. 0.17% of 200,000 active. activation factor at 20 µM;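 active = activation factor of 2 or more at 20 µM, a signal rise over negative controls twice the positive control's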
# TNAP inh noacc – TNAP (human) inhibition, acceptor-free conditions. 0.26% of 200,000 active. P05186. inhibition, % at 20 µM. AID 1012. purified TNAP, CDP-star luminescence, 30 min;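 active = tissue-nonspecific alkaline phosphatase inhibition above about 50% at 20 µM in the single-dose screen, limit read from the data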;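 note: 0% = DMSO negative control and 100% = EDTA positive control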
# Target sequence (P05186 whole entry, looked up): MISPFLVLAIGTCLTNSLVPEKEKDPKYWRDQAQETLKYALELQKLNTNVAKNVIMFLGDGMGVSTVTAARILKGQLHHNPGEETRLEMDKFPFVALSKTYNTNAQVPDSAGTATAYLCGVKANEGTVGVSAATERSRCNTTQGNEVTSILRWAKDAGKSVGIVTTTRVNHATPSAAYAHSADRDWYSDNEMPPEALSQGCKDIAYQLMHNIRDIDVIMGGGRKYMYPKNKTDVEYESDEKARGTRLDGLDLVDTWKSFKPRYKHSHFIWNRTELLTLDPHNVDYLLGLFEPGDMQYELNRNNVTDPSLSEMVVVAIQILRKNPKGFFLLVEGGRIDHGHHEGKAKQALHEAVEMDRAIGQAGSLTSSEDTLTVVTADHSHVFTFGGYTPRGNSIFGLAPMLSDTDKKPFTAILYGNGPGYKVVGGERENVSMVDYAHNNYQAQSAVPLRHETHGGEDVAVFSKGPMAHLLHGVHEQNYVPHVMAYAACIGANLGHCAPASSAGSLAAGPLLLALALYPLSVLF
# TNAP inh hiacc – blocks human TNAP under high phosphate acceptor concentration. P05186. purified TNAP, CDP-star luminescence, 1 M DEA. inhibition, % at 20 µM. 0.03% of 200,000 active;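 active = over 50% inhibition of tissue-nonspecific alkaline phosphatase at 20 µM in the single-dose screen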;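 note: plate controls were DMSO wells for no effect and EDTA-quenched wells as full inhibition for full effect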
# bIAP inhibitor – blocks bovine intestinal alkaline phosphatase activity; purified bovine IAP, CDP-star luminescence, 30 min; 190,000 tested, under 10 active; inhibition, % at 20 µM;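 active = over 50% inhibition of intestinal alkaline phosphatase at 20 µM in the single-dose screen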
#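 System: purified bovine intestinal alkaline phosphatase (IAP) enzyme; Input: IAP diluted 1/65,000,000 in the well; Measured by: CDP-star luminescence signal; Compound dosing: 20 µM single dose; Incubation: 30 min reaction at room temperature.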
# L major viab – reduces viability of Leishmania major promastigotes. resazurin fluorescence viability. inhibition, % at 10 µM. 9% of 200,000 active; in the data active = inhibition above about 50%;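 note: promastigotes grown with compound for 44 hours at 28 °C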
# PMI act – phosphomannose isomerase (human) activation; P34949; purified human PMI, coupled resazurin fluorescence, 20 min; hits give high values; 1 = vehicle control, 0 substrate-free wells; activation factor at 20 µM; 0.005% of 190,000 active; AID 1214;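 active = activation factor of 2 or more at 20 µM, relative to plate controls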
# Target sequence (P34949 whole entry, looked up): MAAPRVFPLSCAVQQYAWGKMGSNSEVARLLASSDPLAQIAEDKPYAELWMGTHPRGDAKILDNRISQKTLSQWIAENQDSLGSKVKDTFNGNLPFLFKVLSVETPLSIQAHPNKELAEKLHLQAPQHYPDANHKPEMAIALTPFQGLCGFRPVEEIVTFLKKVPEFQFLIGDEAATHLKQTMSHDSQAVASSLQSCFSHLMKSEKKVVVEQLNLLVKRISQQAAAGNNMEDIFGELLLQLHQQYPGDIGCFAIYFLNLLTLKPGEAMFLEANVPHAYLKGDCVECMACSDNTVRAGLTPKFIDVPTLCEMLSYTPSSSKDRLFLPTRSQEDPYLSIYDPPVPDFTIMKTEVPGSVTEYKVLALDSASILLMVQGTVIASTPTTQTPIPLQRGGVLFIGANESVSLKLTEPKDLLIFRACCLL
# TNAP act hiacc – activators of human TNAP at high phosphate acceptor concentration; purified TNAP, CDP-star luminescence, 1 M DEA, 30 min; hits give high values; 0 = EDTA background, 1 = DMSO-only activity; 200,000 tested, under 10 active; P05186; AID 1136; activation factor at 20 µM;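 active = activation factor at least 2 at 20 µM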
#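 Measured by: Luminescent substrate turnover signal | Test system: Human TNAP | Input: TNAP 1/800 final | Dosing: 20 µM single point | Schedule: 30 min, room temperature | Controls: EDTA wells as negative control, DMSO wells as positive control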
# PMI act satM6P – PMI (human) activation, high substrate; 0.34% of 190,000 active; activation factor at 20 µM; coupled PMI enzyme assay, resazurin fluorescence, 20 min; hits give high values; 1 = untreated enzyme, 0 = substrate-free blank; P34949;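 active = activation factor of 2 or more at 20 µM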
#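 Test system: human phosphomannose isomerase with PGI, G6PDH, diaphorase coupling enzymes / Doses: 20 µM compound, 1% DMSO / Times: enzyme reaction with compound 20 min at room temperature / Measured by: Diaphorase-driven resazurin-to-resorufin fluorescence, excitation 544, emission 590 nm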
# Diaph inh CS – counter-screen for diaphorase-based assays: diaphorase inhibitors and chemical oxidizers | diaphorase resazurin-to-resorufin fluorescence, NADH, 16 min; bacterial (C. kluyveri) enzyme, not human | inhibition, % at 20 µM | 0.69% of 190,000 active | AID 1217;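 active = primary screen inhibition at 20 µM above a set limit, cut at about 50% in these data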;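 note: plate controls were DMSO with full reaction for no effect and wells lacking NADH for full effect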
#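 Benchmarks: positive control wells lacking NADH, neutral wells with DMSO only. System: bacterial diaphorase enzyme (C. kluyveri). Input: 0.14 U/mL diaphorase, enzyme working solution. Detection: resorufin fluorescence, excitation 544 nm, emission 590 nm. Times: 16-min room-temperature incubation before reading.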
# Diaph act CS – activates diaphorase or chemically reduces, flagging diaphorase assay artifacts. Diaphorase/resazurin coupled assay, resorufin fluorescence, 16 min; hits give high values; 1 = vehicle wells, 0 = NADH-free wells. activation factor at 20 µM. 0.005% of 190,000 active;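 active = diaphorase activity raised at least twofold by the compound at 20 µM; inactive = activation factor below 2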
#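 test system = bacterial diaphorase enzyme (C. kluyveri) | quantity = enzyme 0.07 U/mL final | reagent = NADH substrate 0.114 mM plus resazurin dye 0.1 mM, final | incubation = 16 min enzyme reaction, ambient temperature | buffer or medium = HEPES pH 7.4 buffer with MgCl2 and Tween 20 | signal = fluorescence of resorufin, 544 nm excitation, 590 nm emission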
# * hit, by the source's call.
SMILES,bIAP act,TNAP inh noacc,TNAP inh hiacc,bIAP inhibitor,L major viab,PMI act,TNAP act hiacc,PMI act satM6P,Diaph inh CS,Diaph act CS
CCN(CC)S(=O)(=O)c1ccc(C(=O)Nc2ccc(OCC(=O)N3CCOCC3)cc2)cc1,1,6.3,-2.0,-2.3,-5.3,1,1,1,11.6,0.9
NC(=O)C1(N2CCCCC2)CCN(CC(=O)Nc2ccc(Oc3ccccc3)cc2)CC1,1.1,-12.2,-5.6,-8.9,46.6,0.9,1.1,0.9,11.9,0.9
CCOC(=O)c1c(CN(C)C)n(-c2ccccc2)c2cc(Br)c(OC)cc12,0.9,-2.6,1.3,7.8,12.5,1.1,1,1,2.1,1
O=C1NC2(CCCCC2)N=C1c1ccc(F)cc1,0.9,-16.6,-3.4,9.3,1.2,1,1,1,11.2,0.9
Cc1ccccc1CS(=O)(=O)Cc1ccc(C(=O)NCc2ccccn2)o1,1.2,-5.4,-2.3,-17.2,-0.1,0.9,1,0.9,3.0,1
Cc1cc2c(cc1C)CSC(c1ccc3ccccc3c1O)SC2,0.8,0.0,-5.7,16.2,-10.8,0.8,1.1,0.9,0.0,1
CCCCOc1ccc(C(=O)Oc2ccc(C)nc2)cc1,0.9,-9.7,-3.4,13.7,-4.0,0.8,1,0.9,12.5,0.9
COc1cc(NC(=O)COC(=O)/C=C/c2ccc(OC)c(OC)c2)cc(OC)c1,1,-9.1,-1.6,-0.1,18.2,0.9,1,0.9,4.1,1
O=C(O)CC1SC(=Nc2ccccc2)N(c2ccccc2)C1=O (configuration not stated),0.9,-6.7,2.1,6.6,-3.1,1,1,1.1,1.9,1
Cc1ccc(-n2nnc(-c3cc4ccccc4n3C)n2)cc1,1,-7.4,-4.8,-1.9,9.0,1,1,1,-5.8,1.1
CC1=C(C)NC(=S)SC1,0.9,-7.7,-6.7,10.9,-4.1,1,1.1,1,12.5,0.9
O=[N+]([O-])c1cccc(N/N=C/c2cccc(O)c2O)c1,1.1,2.4,6.5,-6.7,90.1*,0.7,0.9,0.6,52.0*,0.5
COCCn1c(SC2CCOC2=O)nc2ccccc2c1=O (configuration not stated),1,-10.8,0.7,-0.7,0.7,0.9,1,1,8.2,0.9
Fc1ccc(NC(=S)N2CCN(C/C=C/c3ccccc3)CC2)c(F)c1,1.1,-4.7,-3.7,-8.3,81.0*,1,1,1,12.0,0.9
O=C(CCCn1c(=O)[nH]c2ccsc2c1=O)NCc1cccs1,1,-3.6,0.8,4.9,-4.5,0.9,1,1,2.0,1
CC[C@@H](C)[C@H](NC(=O)C1CCN(C(=O)[C@@H](NS(=O)(=O)c2ccc(C)cc2)C(C)C)CC1)C(=O)O,1.1,-5.2,-0.3,-5.5,-9.3,1,1,1,5.6,0.9
COC(=O)C(C(=O)OC)=C(/C=C/C=C/N(C)C)N(C)C,0.7,4.1,8.1,33.9,-1.0,1,0.9,0.9,9.9,0.9
O=C1CC(c2ccc(F)cc2)C2=C(CCCC2=O)N1 (configuration not stated),1,-9.8,-0.1,3.8,-1.1,1.1,1,1.1,-1.6,1
O=S(=O)(c1ccccc1)N1CCC(O)(CSc2ccc(F)cc2)CC1,1.1,-10.4,-1.1,-8.0,4.1,0.9,1,0.9,11.5,0.9
C/C(=N/NS(=O)(=O)c1ccccc1)c1ccc(NC(=O)C2CC2)cc1,0.9,-4.5,-2.8,10.0,4.7,0.9,1,0.9,14.9,0.9
O=C(Oc1ccc2c(c1)OCO2)c1cc2c(s1)CCC2,0.8,-6.9,0.9,17.5,-5.0,1,1,1,5.0,0.9
CC(C)=CC(=O)N1CCCc2ccccc21,1,-7.1,-5.3,0.6,-6.6,0.9,1.1,0.9,13.4,0.9
CN(C(=O)COC(=O)c1ccc([N+](=O)[O-])cc1Cl)C1CCCCC1,0.8,-9.7,-0.4,16.1,19.6,1.2,1,1,-0.3,1
COc1ccccc1OCC(=O)Nn1c(=S)[nH]c2ncccc2c1=O,0.9,-1.1,-3.3,9.8,-9.4,1,1,1,2.8,1
C/C(=N\NC(=O)c1ccc([N+](=O)[O-])cc1)c1c(O)cc(C)oc1=O,0.8,-9.5,2.8,15.6,-3.0,1.4,1,1.6,12.2,0.9
CC(C)Oc1cccc(C(=O)N2CCCC2)c1,0.9,-8.5,-2.8,6.5,-7.4,1,1,1,0.4,1
CC1=CC(C)(C)NC(=S)N1c1ccc(C)cc1C,0.9,2.4,-2.4,12.4,14.5,1.1,1,1,-14.5,1.1
CCCCCCCCCCSc1n[nH]c(N)n1,1,-29.7,-0.1,-2.4,16.4,0.8,1,0.9,21.1,0.8
COc1ccc(C(C)=O)cc1COC(=O)c1ccc(N)c([N+](=O)[O-])c1,1,-1.2,-3.8,-1.7,9.9,1.1,1,1.1,0.0,1
O=C(CSc1nnc(-c2ccccc2O)n1-c1ccccc1)Nc1cccc(C(=O)O)c1,1.1,-11.1,-4.5,-8.4,28.9,1.1,1,1.1,1.2,1
O=C(CSCC(=O)Nc1ccccc1)N/N=C/c1c(O)ccc2ccccc12,0.9,33.9,8.0,5.9,99.6*,1.1,0.9,1.1,8.9,0.9
CC(=O)c1cc2c(cc1N/C(=N/S(=O)(=O)c1ccc(C)cc1)c1ccc(Cl)cc1)OCO2,1,-1.1,-0.9,-0.1,35.3,1,1,0.9,3.1,1
O=C(Nc1ccccc1N1CCOCC1)c1cccnc1Cl,0.9,-10.7,-1.7,8.5,4.6,1,1,1,9.2,0.9
O=C(c1ccc([N+](=O)[O-])cc1)N1CCSC1c1ccc(Cl)cc1 (configuration not stated),1,7.5,4.1,-0.1,12.4,0.8,1,0.9,0.0,1
Cc1c(C(=O)OCC(=O)Nc2ccc(S(N)(=O)=O)cc2)oc2c1ccc1ccccc12,1.1,-12.9,-1.9,-12.9,3.2,1,1,0.9,-14.1,1.1
Cc1nc2ccccc2c(=O)n1/N=C/c1cccnc1,1,-15.1,-5.5,3.7,5.2,1,1.1,1,2.4,1
CC1(C)C(c2ccc(Cl)cc2)=[N+]([O-])C2(CCCC/C2=N\O)N1O (configuration not stated),1,-16.4,-7.3,4.4,-3.6,0.9,1.1,1,17.2,0.8
CSc1nnc(-c2ccccc2Cl)n1N,1,2.4,-7.0,0.2,2.9,1.1,1.1,1.2,-13.9,1.1
O=C(/C=C/c1ccccc1)NC(=S)Nc1ccc2c3c(cccc13)CC2,0.8,-12.4,-0.9,21.8,14.1,1,1,0.9,8.1,0.9
COc1ccccc1NC(=O)Nc1cc(NC(=O)Nc2ccccc2OC)c(C)nc1C,1,-16.8,-0.2,-0.2,63.9*,1.1,1,1.1,4.8,1
COc1ccc(CSc2nc(N3CCOCC3)c3c(c2C#N)CC(C)(C)OC3)cc1,1.2,1.7,2.0,-19.3,66.8*,0.9,1,0.8,23.6,0.8
O=C(Nc1cccc2ccccc12)NC1CCCc2ccccc21 (configuration not stated),0.9,-22.7,-12.7,14.8,-1.1,0.9,1.1,0.9,10.8,0.9
Cc1ccc(Oc2ccc(Oc3ccc(C)cc3)nn2)cc1,1,-8.7,2.0,3.5,-5.1,1,1,1,4.8,1
CCN(CC)S(=O)(=O)c1cc([N+](=O)[O-])ccc1N=Nc1c(O)[nH]c2ccccc12,1,7.9,14.6,-1.7,-3.1,1,0.9,1.1,8.8,0.9
CCNC(=S)NNC(=O)c1csc(C)c1,0.9,-125.1,-7.6,8.4,-10.0,1.1,1.1,1.1,-6.4,1.1
CC1CCN(C(C(=O)NC2CCCCC2)c2cc3c(cc2[N+](=O)[O-])OCO3)CC1 (configuration not stated),0.9,-3.6,1.9,9.6,40.4,0.8,1,0.4,37.2,0.6
O=C1C2C3C=CC(C3)C2C(=O)N1c1ccccc1 (configuration not stated),0.9,-3.1,-9.0,5.7,-0.5,1.1,1.1,1.2,-9.1,1.1
Cc1ccc(C)c(OCC(=O)Nc2ccc3c(c2)OCO3)c1,0.8,-11.3,-2.6,16.2,81.5*,0.8,1,0.8,23.3,0.8

# Structures from the list above containing four or more nitrogen atoms (nine):
SMILES,bIAP act,TNAP inh noacc,TNAP inh hiacc,bIAP inhibitor,L major viab,PMI act,TNAP act hiacc,PMI act satM6P,Diaph inh CS,Diaph act CS
NC(=O)C1(N2CCCCC2)CCN(CC(=O)Nc2ccc(Oc3ccccc3)cc2)CC1,1.1,-12.2,-5.6,-8.9,46.6,0.9,1.1,0.9,11.9,0.9
Cc1ccc(-n2nnc(-c3cc4ccccc4n3C)n2)cc1,1,-7.4,-4.8,-1.9,9.0,1,1,1,-5.8,1.1
COc1ccccc1OCC(=O)Nn1c(=S)[nH]c2ncccc2c1=O,0.9,-1.1,-3.3,9.8,-9.4,1,1,1,2.8,1
CCCCCCCCCCSc1n[nH]c(N)n1,1,-29.7,-0.1,-2.4,16.4,0.8,1,0.9,21.1,0.8
O=C(CSc1nnc(-c2ccccc2O)n1-c1ccccc1)Nc1cccc(C(=O)O)c1,1.1,-11.1,-4.5,-8.4,28.9,1.1,1,1.1,1.2,1
Cc1nc2ccccc2c(=O)n1/N=C/c1cccnc1,1,-15.1,-5.5,3.7,5.2,1,1.1,1,2.4,1
CSc1nnc(-c2ccccc2Cl)n1N,1,2.4,-7.0,0.2,2.9,1.1,1.1,1.2,-13.9,1.1
COc1ccccc1NC(=O)Nc1cc(NC(=O)Nc2ccccc2OC)c(C)nc1C,1,-16.8,-0.2,-0.2,63.9*,1.1,1,1.1,4.8,1
CCN(CC)S(=O)(=O)c1cc([N+](=O)[O-])ccc1N=Nc1c(O)[nH]c2ccccc12,1,7.9,14.6,-1.7,-3.1,1,0.9,1.1,8.8,0.9
